bIAP act = intestinal alkaline phosphatase (bovine) activation | purified bovine IAP, CDP-star luminescence, 30 min; stronger effect = higher value; fold of DMSO-control signal, blank-subtracted | activation factor at 20 µM | actives 0.17% (n = 200,000) | AID 1016;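 active = activation factor of 2 or more at 20 µM, a signal rise over negative controls twice the positive control's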
Lmaj promast = inhibitors of Leishmania major promastigote growth; Leishmania major promastigotes, resazurin fluorescence viability; inhibition, % at 10 µM; actives 9% (n = 200,000); in the data active = inhibition above about 50%;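 note: promastigotes grown with compound for 44 hours at 28 °C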
TNAP inh hi DEA = blocks human TNAP under high phosphate acceptor concentration | P05186 | purified TNAP, CDP-star luminescence, 1 M DEA | inhibition, % at 20 µM | actives 0.03% (n = 200,000) | AID 1135;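 active = over 50% inhibition of tissue-nonspecific alkaline phosphatase at 20 µM in the single-dose screen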;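 note: plate controls were DMSO wells for no effect and EDTA-quenched wells as full inhibition for full effect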
Target sequence (P05186 whole entry, looked up): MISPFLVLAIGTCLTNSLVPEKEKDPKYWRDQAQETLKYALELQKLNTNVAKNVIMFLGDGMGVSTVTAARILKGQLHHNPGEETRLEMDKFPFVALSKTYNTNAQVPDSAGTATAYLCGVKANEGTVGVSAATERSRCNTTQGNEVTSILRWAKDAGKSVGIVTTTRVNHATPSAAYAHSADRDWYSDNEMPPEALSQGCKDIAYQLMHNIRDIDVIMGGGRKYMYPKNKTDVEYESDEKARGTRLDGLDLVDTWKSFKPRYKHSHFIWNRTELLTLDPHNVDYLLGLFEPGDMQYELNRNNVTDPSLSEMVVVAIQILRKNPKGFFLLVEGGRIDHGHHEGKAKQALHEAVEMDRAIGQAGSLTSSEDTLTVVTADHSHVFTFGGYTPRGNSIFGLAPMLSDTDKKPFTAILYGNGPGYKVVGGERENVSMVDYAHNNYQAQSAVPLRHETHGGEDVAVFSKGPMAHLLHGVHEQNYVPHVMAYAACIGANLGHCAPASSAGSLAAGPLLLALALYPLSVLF
TNAP inh no acc = TNAP (human) inhibition, acceptor-free conditions; P05186; purified TNAP, CDP-star luminescence, 30 min; inhibition, % at 20 µM; actives 0.26% (n = 200,000);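 active = tissue-nonspecific alkaline phosphatase inhibition above about 50% at 20 µM in the single-dose screen, limit read from the data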;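 note: 0% = DMSO negative control and 100% = EDTA positive control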
Diaph act CS = counter-screen for diaphorase-based assays: diaphorase activators and chemical reducers; Diaphorase/resazurin coupled assay, resorufin fluorescence, 16 min; stronger effect = higher value; 1 = vehicle wells, 0 = NADH-free wells; activation factor at 20 µM; actives 0.005% (n = 190,000); AID 1229;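 active = diaphorase activity raised at least twofold by the compound at 20 µM; inactive = activation factor below 2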
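Test system: Clostridium kluyveri diaphorase, purified enzyme. Buffer or medium: 50 mM HEPES pH 7.4 buffer plus MgCl2 and Tween 20. Also added: 0.114 mM NADH and 0.1 mM resazurin, final amounts. Dosing: compound 20 µM once, DMSO 1%. Schedule: 16 min enzyme reaction, ambient temperature. Detection: fluorescence of resorufin, 544 nm excitation, 590 nm emission.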
PMI act = activators of human phosphomannose isomerase | AID 1214 | actives 0.005% (n = 190,000) | purified human PMI, coupled resazurin fluorescence, 20 min; stronger effect = higher value; 1 = vehicle control, 0 substrate-free wells | activation factor at 20 µM | P34949;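 active = activation factor of 2 or more at 20 µM, relative to plate controls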
Target sequence (P34949 whole entry, looked up): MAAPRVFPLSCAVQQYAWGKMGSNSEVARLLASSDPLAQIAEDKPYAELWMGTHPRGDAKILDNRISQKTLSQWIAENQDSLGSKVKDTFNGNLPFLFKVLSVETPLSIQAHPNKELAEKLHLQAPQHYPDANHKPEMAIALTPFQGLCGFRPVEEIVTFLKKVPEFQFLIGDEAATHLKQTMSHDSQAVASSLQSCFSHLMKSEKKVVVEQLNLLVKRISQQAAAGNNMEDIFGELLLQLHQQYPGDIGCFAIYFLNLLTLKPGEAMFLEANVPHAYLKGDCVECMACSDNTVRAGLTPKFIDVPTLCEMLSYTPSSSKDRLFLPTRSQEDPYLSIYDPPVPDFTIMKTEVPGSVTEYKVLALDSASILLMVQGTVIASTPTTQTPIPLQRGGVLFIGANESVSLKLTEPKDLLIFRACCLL
bIAP inhibitor = intestinal alkaline phosphatase (bovine) inhibition | purified bovine IAP, CDP-star luminescence, 30 min | inhibition, % at 20 µM | 190,000 tested, under 10 active;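 active = over 50% inhibition of intestinal alkaline phosphatase at 20 µM in the single-dose screen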
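Assay system – bovine IAP enzyme · Quantity – bovine IAP at 1/65,000,000 final dilution · Detection – CDP-star luminescence signal · Times – 30 min reaction at room temperature · Also added – CDP-star substrate at 30 µM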
TNAP act hi DEA = activators of human TNAP at high phosphate acceptor concentration; activation factor at 20 µM; P05186; purified TNAP, CDP-star luminescence, 1 M DEA, 30 min; stronger effect = higher value; 0 = EDTA background, 1 = DMSO-only activity; 200,000 tested, under 10 active;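 active = activation factor at least 2 at 20 µM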
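Dosing: 20 µM single point. System: human TNAP. Amount: TNAP 1/800 final. Incubation: 30 min, room temperature. Read-out: TNAP activation factor scaled between EDTA and DMSO control wells. Signal: luminescence from CDP-star hydrolysis. Medium: 1 M DEA, pH 9.8, Mg2+, Zn2+. Control set: EDTA negative control, DMSO positive control.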
PMI act satM6P = increases human PMI activity with near-saturating mannose 6-phosphate | P34949 | coupled PMI enzyme assay, resazurin fluorescence, 20 min; stronger effect = higher value; 1 = untreated enzyme, 0 = substrate-free blank | activation factor at 20 µM | actives 0.34% (n = 190,000) | AID 1216;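 active = activation factor of 2 or more at 20 µM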
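Technique: Diaphorase-driven resazurin-to-resorufin fluorescence, excitation 544, emission 590 nm | Assay system: Human PMI in coupled enzyme assay | Times: Enzyme reaction with compound 20 min at room temperature | Medium: HEPES-buffered pH 7.4 with magnesium and detergent | Reagent: Mannose-6-phosphate 1.0 mM (near-saturating) plus 0.22 mM NADP+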
Diaph inh CS = diaphorase inhibition or chemical oxidation counter-screen; diaphorase resazurin-to-resorufin fluorescence, NADH, 16 min; bacterial (C. kluyveri) enzyme, not human; inhibition, % at 20 µM; actives 0.69% (n = 190,000); AID 1217;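 active = primary screen inhibition at 20 µM above a set limit, cut at about 50% in these data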;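 note: plate controls were DMSO with full reaction for no effect and wells lacking NADH for full effect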
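Test system: diaphorase enzyme from Clostridium kluyveri; amount: diaphorase at 0.14 U/mL in enzyme working solution; detection: fluorescence of resorufin formed from resazurin, Ex 544/Em 590 nm; times: reaction incubation of 16 min at room temperature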
* marks the source's active call; other numbers are inactive results; · = no result given.

1. O=S1(=O)CC/C(=N\Nc2ccc(F)cc2)c2ccsc21
2. CCOC(=O)N1CCC(N(CCN(C)C)C(=S)Nc2cccc(SC)c2)CC1
3. CSC(=NC#N)N1CCN(c2ccccc2)CC1
4. COc1cc(CCCN2C(=S)NC[C@@H]2CCCCN)cc(OC)c1OC
5. CCN1CCC2(CC1)N=C(c1ccc(F)cc1)C(=S)N2C(=O)c1ccc(C(C)(C)C)cc1
6. Cc1ccc(S(=O)(=O)N2CCN(c3ccc(C(=O)N4CCOCC4)cc3[N+](=O)[O-])CC2)cc1
Assay by compound,1,2,3,4,5,6
bIAP act,1.1,1,1,0.6,1,1
Lmaj promast,-12,23,43,-5,-4,61*
TNAP inh hi DEA,1,-3,3,-7,6,-1
TNAP inh no acc,-6,-9,-2,-6,13,-6
Diaph act CS,0.9,1.1,1.1,1,0.9,0.8
PMI act,1.7,1,1.2,0.8,0.9,1.1
bIAP inhibitor,-9,3,2,38,4,0
TNAP act hi DEA,1,1,1,1.1,0.9,1
PMI act satM6P,2.6*,0.9,1.2,1,1,1
Diaph inh CS,8,-10,-9,4,11,20

Another view of two compounds above:
nr | structure | bIAP act | Lmaj promast | TNAP inh hi DEA | TNAP inh no acc | Diaph act CS | PMI act | bIAP inhibitor | TNAP act hi DEA | PMI act satM6P | Diaph inh CS
1 | O=S1(=O)CC/C(=N\Nc2ccc(F)cc2)c2ccsc21 | 1.1 | -12 | 1 | -6 | 0.9 | 1.7 | -9 | 1 | 2.6* | 8
2 | CCOC(=O)N1CCC(N(CCN(C)C)C(=S)Nc2cccc(SC)c2)CC1 | 1 | 23 | -3 | -9 | 1.1 | 1 | 3 | 1 | 0.9 | -10

Continued:
7. COC(=O)c1c(C(=O)OC)c(-c2ccccc2)n2c1CS(=O)(=O)C2
8. CCc1nnc(NC(=O)c2ccc(-c3ccccc3F)o2)s1
9. CC1(C)CC(=O)C=C(Nc2ccc(C(=O)O)cc2)C1
10. CC(C)(C)C1CCC2(CC1)C(Nc1cccc(C(F)(F)F)c1)=NC(=S)N2CC#N (configuration not stated)
11. O=C(CNc1ccc2c(c1)OCO2)N/N=C\c1cn(Cc2ccccc2)c2ccccc12
12. CC(=O)c1ccc(N2CCN(C(=O)c3ccc(OCc4c(C)noc4C)cc3)CC2)cc1
Assay by compound,7,8,9,10,11,12
bIAP act,1,1.1,1.1,1,1,1
Lmaj promast,-5,-3,2,-2,3,0
TNAP inh hi DEA,-5,0,4,-3,0,-7
TNAP inh no acc,-2,-7,-6,-12,-20,2
Diaph act CS,1,1.1,1,1,0.8,1
PMI act,1.1,1.2,1.1,1,0.8,1
bIAP inhibitor,1,-7,-11,3,3,5
TNAP act hi DEA,1,1,1,1,1,1.1
PMI act satM6P,1,1.1,1.2,1,0.8,1
Diaph inh CS,4,-9,3,3,21,4

13. CC1(C)Cc2c(sc3nc(SCC(=O)NCc4ccccc4)n(-c4ccccc4)c(=O)c23)CS1
14. OCCN(Cc1ccccc1)CC1CCCCC1
15. CCN(CC)C1CCCCC1NS(=O)(=O)c1ccc(Cl)cc1 (configuration not stated)
16. Cc1cccc2cc(COC(=O)C(C)C)c(=O)[nH]c12
17. COc1cccc(/C=C(/C(=O)OCC(=O)NC2CCCC(C)C2C)c2ccccc2)c1 (configuration not stated)
18. O=C1NCCCN1Cc1ccc(F)cc1
Assay by compound,13,14,15,16,17,18
bIAP act,1.1,0.9,1,1,1,1
Lmaj promast,-3,-3,-5,-2,96*,-9
TNAP inh hi DEA,1,-2,-2,-2,-8,-2
TNAP inh no acc,-6,-9,-2,-6,2,8
Diaph act CS,1,0.9,0.9,0.9,0.8,0.8
PMI act,1,0.9,1,0.9,0.9,0.9
bIAP inhibitor,-8,10,4,2,3,-4
TNAP act hi DEA,1,1,1,1,1.1,1
PMI act satM6P,0.9,0.9,1,1,0.9,0.9
Diaph inh CS,2,11,12,8,21,19

19. CCCCc1nc(NCCN2CCOCC2)c(C#N)c2c1COC(C)(C)C2
20. CCOC(=O)C1C(c2ccccc2Cl)NC(=O)N(C)C1(O)C(F)(F)F (configuration not stated)
21. Cc1ccc(CN2C(=O)N/C(=C\c3ccc(N4CCOCC4)cc3)C2=O)cc1
22. CCN(CC)CCCNC(=O)Cn1nc([N+](=O)[O-])c(Cl)c1C
23. COc1cc(NC(=S)N2CCN(C(=O)C3CCCO3)CC2)c(OC)cc1Cl (configuration not stated)
24. COc1ccc(NC(=O)c2oc3ccc(S(=O)(=O)N4CCOCC4)cc3c2C)cc1
Assay by compound,19,20,21,22,23,24
bIAP act,1,0.9,0.9,1,0.9,1
Lmaj promast,4,3,-7,-6,-6,25
TNAP inh hi DEA,-1,-2,1,-4,-8,-3
TNAP inh no acc,-5,1,-8,-4,-6,-14
Diaph act CS,1.1,1,0.9,0.9,0.9,0.8
PMI act,1,1.1,0.9,0.9,1.1,0.9
bIAP inhibitor,2,6,13,-4,10,3
TNAP act hi DEA,1,1,1,1,1.1,1
PMI act satM6P,1.1,1,1,1,1,0.9
Diaph inh CS,-5,2,14,15,7,19

25. CCOC(=O)c1cccc(NC(=O)Cn2c(CC(=O)N3CCCC3)nc3ccccc32)c1
26. O=C(O)COc1ccc(NC(=O)c2ccco2)cc1
27. Cc1ccc(-n2cccn2)c(CN2CCC(CO)(CCc3ccccc3)CC2)c1
28. O=C1CC[C@@H](C(=O)N2CSC[C@H]2C(=O)O)N1
29. Cc1ccc(CNS(=O)(=O)NCc2ccc(Cl)cc2)cc1
30. O=C(c1cccnc1)N1CCN(S(=O)(=O)c2ccc(Cl)cc2)CC1
Assay by compound,25,26,27,28,29,30
bIAP act,0.9,1,1.1,0.9,0.9,0.8
Lmaj promast,11,-2,4,·,2,-5
TNAP inh hi DEA,-2,4,-3,-5,-4,0
TNAP inh no acc,-6,-6,-14,-9,-15,-3
Diaph act CS,0.9,1,1,1,1,1
PMI act,0.9,1.1,1,1.1,1,1.1
bIAP inhibitor,6,5,-10,12,12,17
TNAP act hi DEA,1,1,1,1.1,1,1
PMI act satM6P,1,1,1,1.2,0.9,1.1
Diaph inh CS,11,2,1,0,-2,-4

31. COc1cccc(NC(=O)COC(=O)c2c(F)cccc2Cl)c1
32. Cc1nc(/C=C/c2ccccc2)cc(/C=C/c2ccccc2)n1
33. Cc1nc2sc3c(c2c(=O)n1/N=C/c1cccnc1)CCCC3
34. COc1ccc(C(N)=O)cc1N
35. Clc1ccc2[nH]cc(-c3nnnn3-c3ccccc3)c2c1
36. Cc1ccc2c(c1)N(CCC(=O)NCC1COc3ccccc3O1)C(=O)CO2 (configuration not stated)
Assay by compound,31,32,33,34,35,36
bIAP act,0.8,0.9,1.1,0.9,0.9,1
Lmaj promast,11,-1,13,-1,20,4
TNAP inh hi DEA,-1,0,-1,-6,-2,-1
TNAP inh no acc,-9,5,-8,-12,-4,-2
Diaph act CS,1,0.8,0.9,0.8,0.7,0.8
PMI act,1,0.9,1,0.9,0.8,0.8
bIAP inhibitor,16,13,-7,11,13,0
TNAP act hi DEA,1,1,1,1.1,1,1
PMI act satM6P,1,0.9,1,0.9,0.8,0.9
Diaph inh CS,2,20,8,18,26,16

PMI act satM6P, hit marks shown above
item	compound	bIAP act	TNAP inh hi DEA	TNAP inh no acc	PMI act	bIAP inhibitor	TNAP act hi DEA	PMI act satM6P
1	O=S1(=O)CC/C(=N\Nc2ccc(F)cc2)c2ccsc21	1.1	1	-6	1.7	-9	1	2.6*

Remaining list, next part:
37. O=C(NCC1CCCO1)c1ccc2c(=O)n(Cc3ccco3)c(SCC(=O)N3CCCC3)nc2c1 (configuration not stated)
38. CC1CC(C)(C)NC(=S)N1CC(=O)N1CCN(Cc2ccc3c(c2)OCO3)CC1 (configuration not stated)
39. O=c1[nH]c(Nc2ccc(F)cc2)cc2ccccc12
40. Cn1cccc1C(=O)NC(=O)COC(=O)c1cc(S(=O)(=O)N2CCCCC2)ccc1Cl
41. CCOC(=O)c1c(C)oc2c1c(C=NC1CCS(=O)(=O)C1)c(O)c1ccccc12 (configuration not stated)
42. Cc1[nH]nc2c1C(Cc1ccccc1)C(C#N)=C(N)O2 (configuration not stated)
Assay by compound,37,38,39,40,41,42
bIAP act,1,1,0.9,1.1,1,1.2
Lmaj promast,0,-5,46,-14,28,-1
TNAP inh hi DEA,-8,1,-8,0,2,1
TNAP inh no acc,-4,0,-15,-6,3,3
Diaph act CS,0.7,0.9,0.7,0.8,0.2,0.8
PMI act,1,1,0.8,1.1,0.2,1
bIAP inhibitor,0,4,10,-13,-1,-23
TNAP act hi DEA,1.1,1,1.1,1,1,1
PMI act satM6P,1,1,0.9,1,0.4,0.9
Diaph inh CS,33,8,26,19,76*,16

43. CN(C)CCN(C(=O)/C=C/c1cccs1)c1nc2c(F)cc(F)cc2s1
44. CS(=O)(=O)N1CCN(c2ccc([N+](=O)[O-])c(SCc3ccco3)c2)CC1
45. COc1ccc(OC(C)C(=O)Nc2cccc([N+](=O)[O-])c2)cc1 (configuration not stated)
46. COc1ccc(CNC(=O)c2cnc3cc(C)ccn3c2=O)cc1
47. Cc1onc(-c2ccccc2)c1C(=O)Nc1nc(-c2ccc(F)c(F)c2)cs1
Assay by compound,43,44,45,46,47
bIAP act,0.9,1,1.1,0.9,0.6
Lmaj promast,77*,7,-2,-8,7
TNAP inh hi DEA,-4,9,-3,-1,-3
TNAP inh no acc,-10,-8,-6,-8,-6
Diaph act CS,1,0.4,1.1,0.9,0.9
PMI act,1.1,0.9,1.1,0.8,0.9
bIAP inhibitor,13,3,-13,11,37
TNAP act hi DEA,1,0.9,1,1,1
PMI act satM6P,1.2,0.6,1.1,0.8,0.9
Diaph inh CS,-4,57*,-7,13,12

Screens deposited in PubChem BioAssay by several laboratories.
